Screening data from PubChem BioAssay.
14-3-3g Raf: modulators of human 14-3-3 gamma - Raf peptide interaction; P61981; FP, 14-3-3gamma / TMR-pS259-Raf peptide binding; inhibition, % at 40 µM; 160,000 tested, 0.19% active; in the data active = inhibition above about 30%;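 also: 0% = protein plus tracer without compound and 100% = blank with tracer alone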
Target sequence (P61981 whole entry, looked up): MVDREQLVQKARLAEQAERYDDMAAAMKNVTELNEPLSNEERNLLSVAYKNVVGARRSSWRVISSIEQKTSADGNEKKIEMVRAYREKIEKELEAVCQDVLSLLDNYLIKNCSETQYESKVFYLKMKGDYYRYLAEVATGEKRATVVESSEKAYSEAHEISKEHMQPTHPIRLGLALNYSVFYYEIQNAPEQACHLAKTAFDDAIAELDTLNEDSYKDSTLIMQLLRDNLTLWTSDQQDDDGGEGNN
* marks the source's active call; other numbers are inactive results; & = joins results of further samples.

SMILES | 14-3-3g Raf
COc1ccc(C2C3=C(CC(c4ccccc4)CC3=O)Nc3ccc(C)cc3N2C(=O)CCC(=O)O)cc1 (centres undefined) | -7
COc1ccccc1CN(CC(=O)NCc1ccco1)C(=O)CNS(=O)(=O)c1ccccc1 | -7
Cc1cc2c(c(=O)[nH]1)C(=O)OC2=Cc1cccc(I)c1 | -24
CCCOc1ccc(N2C(=O)C3C(C2=O)C2C=CC3C23CC3)cc1 (centres undefined) | -6
COc1ccc2cc3cc(C(=O)NCCc4ccc(Cl)cc4)oc3nc2c1 | 12
Clc1ccc(OCc2cn3cccnc3n2)cc1 | -6
CC1=Nc2cc(-c3ccc(C)cc3)nn2C(=O)C1 | 1
O=[N+]([O-])c1cccc(Cl)c1N1CCN(CCO)CC1 | -1
CNC(=O)c1ccc(N(Cc2ccccc2)S(C)(=O)=O)cc1 | -8
CN(C(=O)c1cc2n(n1)C(C(F)(F)F)CC(c1ccco1)N2)c1ccc(OC(F)(F)F)cc1 (centres undefined) | -8
O=C(OC(C(=O)NCC1CCCO1)c1ccc(F)cc1)c1ccco1 (centres undefined) | 2
O=C(c1ccc2c(=O)n(Cc3ccccc3)c(=S)[nH]c2c1)N1CCOCC1 | 2
COCCn1c(=S)[nH]c2cc(C(=O)NCc3ccccc3)ccc2c1=O | -16
COc1ccc(OC)c(N(CC(=O)NC2CC2)S(=O)(=O)c2ccc(C)cc2)c1 | -6
O=C(NCc1cccnc1)c1ccc(S(=O)(=O)c2cccc(Cl)c2)c([N+](=O)[O-])c1 | -5
CCOC(=O)C1CCCN(C(=O)Cn2nc(-c3ccc(C)cc3)ccc2=O)C1 (centres undefined) | 0
CCOC(=O)c1c(C)oc2cc(Br)c(OC(=O)C(C)(C)C)cc12 | -6
Cc1nc(O)c([N+](=O)[O-])c(=O)[nH]1 | -4
COc1ccc(C(=O)Nc2cc(C(C)C)c(O)c(S(=O)(=O)c3ccc(Cl)cc3)c2C)cc1 | 7
O=C(NCCC1=CCCCC1)C1CCN(S(=O)(=O)c2ccc(F)cc2)CC1 | -6
O=[N+]([O-])c1cc(NC2OCC(O)C(O)C2O)cc(Sc2ccccc2)c1 (centres undefined) | -4
CC(C)(C)C1CCc2c(sc(NC(=O)C3CCCC3)c2C#N)C1 (centres undefined) | -5
CC(=O)N1c2ccccc2NC2=C(C(=O)CC(C)(C)C2)C1CC1CC=C(C)C1(C)C (centres undefined) | 2
COc1ccc(NC(=O)C2=C(C)NC3=C(C(=O)CC(c4ccc(OC)c(OC)c4)C3)C2c2cccc([N+](=O)[O-])c2)cc1 (centres undefined) | 4
CCN(c1ccccc1)c1ncnc2c1cnn2-c1ccc(OC)cc1 | -1
COCCCNC(=O)CCc1nc(-c2ccccc2Cl)no1 | 0
CCOc1ccccc1NC(=O)c1cc(OC)c(OC)c(OC)c1 | 4
Fc1ccc(-c2nc3cc(N=CC=Cc4ccc5c(c4)OCO5)ccc3o2)cc1 | -10
O=C1CC(c2cccs2)CC2=C1C(c1ccc(OC(F)(F)F)cc1)Nc1ccccc1N2 (centres undefined) | 1
Cc1nn(-c2ccccc2)c(OC(=O)c2ccco2)c1S(=O)(=O)c1ccccc1 | -5
COc1ccc(CNC(=O)c2n[nH]c(=O)c3ccccc23)cc1OC | -12
COC(=O)c1ccccc1NC(=O)CSc1nnc(C(CO)NC(=O)c2ccccc2)n1C (centres undefined) | -8
Cc1cc(C)nc(NS(=O)(=O)c2ccc(Nc3nc(-c4ccc(C)c(C)c4)cs3)cc2)n1 | -9
COc1ccc(CNc2nc(-c3cccnc3)nn2C(=O)c2ccco2)cc1 | 3
CC(=O)N1CCCc2cc(S(=O)(=O)NCc3ccc(C)cc3)ccc21 | -6
COc1cc2c(cc1NC(=O)COc1ccc(Br)cc1)oc1ccccc12 | 2
N=c1ccc(Br)cn1CC(N)=O | -78
CC1CCc2c(sc3ncnc(NCCOCCO)c23)C1 (centres undefined) | -3
Cc1cccc(OCC(=O)Nc2ccc3nc(N4CCN(C)CC4)cc(C)c3c2)c1 | 2
O=C(CCn1c(=S)[nH]c2cc3c(cc2c1=O)OCO3)NCCN1CCCC1 | 0&-13
COc1ccc(CCNC(=O)c2nn(-c3ccc(C)cc3)c(=O)c3c2c2ccccc2n3C)cc1OC | 1
CC1=NN(C(=O)c2ccc(Cl)cc2)C(O)(c2cccc([N+](=O)[O-])c2)C1 (centres undefined) | -4
Nc1c(-c2ccccc2)c(-c2ccccc2)nn1Cc1ccccc1 | 0
CCOc1ccccc1NC(=O)C1=C(C)NC(=S)NC1c1c(OC)ccc2ccccc12 (centres undefined) | -6
Cc1nc2ccccc2c2oc(C(=O)N3CCc4ccccc43)cc12 | -3

Some values from above.
14-3-3g Raf result of CCOc1ccccc1NC(=O)C1=C(C)NC(=S)NC1c1c(OC)ccc2ccccc12 (centres undefined) = -6
14-3-3g Raf result of Cc1nc2ccccc2c2oc(C(=O)N3CCc4ccccc43)cc12 = -3
14-3-3g Raf result of COc1cc2c(cc1NC(=O)COc1ccc(Br)cc1)oc1ccccc12 = 2

Additional entries.
SMILES | 14-3-3g Raf
COc1ccc(NC(=O)N2CCN(c3nc(-c4cccc(OC)c4)cs3)CC2)cc1 | -11
CC1CCN(S(=O)(=O)N2CCC(C(=O)NC(C)C)CC2)CC1 | -4
COc1ccc(NC(=S)Oc2cccc(C(=O)Nc3ccccc3Cl)c2)cc1 | 6
CN(C)S(=O)(=O)c1ccc(C(=O)Nc2c3c(nn2C(C)(C)C)CSC3)cc1 | -24
Cc1ccc(F)cc1NC(=O)CSc1nnc(-c2ccco2)c(-c2ccco2)n1 | -31
COc1ccc(C(=O)O)cc1NS(=O)(=O)c1cccc2nsnc12 | -3
COCCCN1C(=O)C(=O)/C(=C(/O)c2ccc(C)cc2)C1c1ccccc1Cl (centres undefined) | 5
Cc1nc2c(c(=O)n1CCC(C)C)c1nc3ccccc3nc1n2Cc1ccc2c(c1)OCO2 | -5
CC(C)Oc1ccc(Cl)nn1 | 3
CCNC1CCCc2c1[nH]c1ccc(C)cc21 (centres undefined) | 4
O=C1c2ccccc2-c2onc3c(N4CCCC4)cc(Nc4ccc5c(c4)OCO5)c1c23 | -98
CCOc1ccc(Br)cc1C1Oc2nc(SC)nnc2-c2ccccc2N1C(=O)CC (centres undefined) | -6
COc1ccccc1N1CCN(C(=O)C(C)N(c2ccc(C)cc2)S(C)(=O)=O)CC1 (centres undefined) | 9
O=C(CCSc1ccccc1)NCc1cccnc1 | 1
CCCCSc1nnc2c(n1)OC(c1ccc(OCC(=O)O)cc1)Nc1ccc(Br)cc1-2 (centres undefined) | -3

An excerpt of the results above, for reference:
SMILES | 14-3-3g Raf
COc1ccc(NC(=O)N2CCN(c3nc(-c4cccc(OC)c4)cs3)CC2)cc1 | -11
CC1CCN(S(=O)(=O)N2CCC(C(=O)NC(C)C)CC2)CC1 | -4

(continued)
SMILES | 14-3-3g Raf
CCOC(=O)c1c(NC(=O)c2cc3n(n2)C(C(F)(F)F)CC(c2ccccc2)N3)sc2c1CCCCC2 (centres undefined) | -3
C/C=C/Cn1c(SCCCc2ccccc2)nc2c1c(=O)[nH]c(=O)n2C | 3
COc1ccc(Cl)cc1N(CC(=O)N1CCC(C)CC1)S(=O)(=O)c1ccc(C)c([N+](=O)[O-])c1 | 6
Cc1ccc(C2=CC(c3cc(Br)ccc3OC(F)F)n3nnnc3N2)cc1 (centres undefined) | 5
COc1ccccc1-n1c(C)nc(=O)c(-c2ccccc2)c1C | -1
Cn1c2c(c3ccccc31)C(C)(C)Cc1c-2cnn1-c1ccccc1 | -4
O=C(Nc1nccs1)c1cc2nc(-c3ccc4c(c3)OCO4)cc(C(F)(F)F)n2n1 | -16
CC(C)c1ccc(NS(=O)(=O)c2ccc3[nH]cc(C(=O)N4CCOCC4)c(=O)c3c2)cc1 | -27
CN(Cc1ccccc1)c1oc(-c2ccco2)nc1C#N | -7
CC1(C)N(O)CC(c2cccs2)=[N+]1[O-] | -6
c1ccc(-n2ncc3c(NCc4ccco4)ncnc32)cc1 | -7
Cc1ccc(-c2cc(C)nc3ncnn23)cc1 | -3
COCCCNC(=O)c1cc(Sc2cccc(Cl)c2)nc2ccccc12 | 1
CCn1c(SCc2nc3ccccc3[nH]2)nnc1-c1ccncc1 | -22
O=C(CSc1nnc(-c2cccnc2)n1Cc1ccco1)c1ccccc1 | -14
CCOc1ccc(-c2nnc3cccc(Cl)n23)cc1OC | 0
Cc1ccccc1-n1nc2c(c1NC(=O)COc1ccc(Cl)cc1)CS(=O)(=O)C2 | -2
CCOC(=O)C1CCCN(C(=O)CS(=O)(=O)Cc2ccccc2)C1 (centres undefined) | -6
Cc1ccc(N(CCCCN2C(=O)c3ccccc3C2=O)C(=O)c2ccc([N+](=O)[O-])cc2)cc1 | -3
O=C(NC1CCCCC1)c1sc(=S)n2c1[nH]c(=O)c1ccccc12 | -5&-72
CSc1nc2sc3c(c2c(=O)n1-c1ccc(C)cc1)CCC3 | -10
Cc1cc(N2CCOCC2)nc2ccc(NC(=O)c3ccccc3[N+](=O)[O-])cc12 | -1
COc1ccc(NC(=O)C2CCCN(S(=O)(=O)c3ccc(Br)s3)C2)c(OC)c1 (centres undefined) | -60
COC(=O)c1c(C(C)=O)cnc2ccc(Br)cc12 | 0
O=C(CN(Cc1ccco1)C(=O)CNS(=O)(=O)c1ccc(Cl)cc1)NC1CCCCC1 | -12
COc1ccc(C2C(C(N)=O)=C(C)Nc3ncnn32)cc1 (centres undefined) | -5&-12
CSc1ccc(C2C(C(=O)Nc3ccccc3C(F)(F)F)=C(C)NC3=C2C(=O)CC(c2ccccc2)C3)cc1 (centres undefined) | 10
CC1(C)CC(=O)C2=C(C1)OC1=C(C(=O)CC(C)(C)C1)C2c1cc(Br)ccc1OCc1ccccc1 | 4
O=C(Cn1c(=O)oc2ccccc21)NCc1cccs1 | -6
O=C(NCc1ccccc1)c1ccn[nH]1 | 8
Cc1cc(=O)oc2cc(OCC(N)=O)c(Cl)cc12 | -9
CC1=C(C(=O)OC2CCCCCCC2)C(c2ccc(O)cc2)NC(=O)N1 (centres undefined) | 1
Cc1ccc(Cn2c(SCC(=O)c3ccccc3)nc3c2c(=O)[nH]c(=O)n3C)cc1 | 3
Cc1nn(CC(=O)NCc2ccccc2)c(=O)c2ccccc12 | 0&2
CCCOc1ccc(NC(=O)c2c(O)c3ccccc3[nH]c2=O)cc1 | -5
CC(C)CCn1c(SCC(=O)OCc2ccccc2)nc2c1c(=O)[nH]c(=O)n2C | -16
C/C(N)=C(/C#N)C(=O)COC(=O)c1ccncc1 | -14
Cc1ccc(NC(=O)c2sc3nc4c(cc3c2N)CCCCC4)cc1C | 10
COc1ccc(C2C(C(=O)NC3CCCC(C)C3C)CC(=O)N2c2ccc(OC)cc2)cc1 (centres undefined) | 3
O=C(Nc1cccc(C(F)(F)F)c1)C1C2C3CCC(C3)C12 (centres undefined) | 0
Cc1sc2ncnc(Nc3cccc(Cl)c3)c2c1C | -17
CCOCCOC(=O)C1=C(C)NC2=C(C(=O)CCC2)C1c1cccc(Br)c1 (centres undefined) | -8
COc1ccc(-n2nc3c(c2NC(=O)C2CCCCC2)CS(=O)C3)cc1 (centres undefined) | -1
CC1CCCCC1NC(=O)CN(Cc1ccccc1)S(=O)(=O)c1ccc(F)cc1 (centres undefined) | -3
CN(Cc1ccccc1)c1nc2c(c(=O)n(C)c(=O)n2C)n1CCCc1ccccc1 | -2&-7

A second format for part of the listing above:
14-3-3g Raf	smiles
0&2	Cc1nn(CC(=O)NCc2ccccc2)c(=O)c2ccccc12
-5	CCCOc1ccc(NC(=O)c2c(O)c3ccccc3[nH]c2=O)cc1
-16	CC(C)CCn1c(SCC(=O)OCc2ccccc2)nc2c1c(=O)[nH]c(=O)n2C
-14	C/C(N)=C(/C#N)C(=O)COC(=O)c1ccncc1
10	Cc1ccc(NC(=O)c2sc3nc4c(cc3c2N)CCCCC4)cc1C

Sorted by value in 14-3-3g Raf (smallest number first): some entries from above
molecule	14-3-3g Raf
CCOCCOC(=O)C1=C(C)NC2=C(C(=O)CCC2)C1c1cccc(Br)c1 (centres undefined)	-8
O=C(NCc1cccnc1)c1ccc(S(=O)(=O)c2cccc(Cl)c2)c([N+](=O)[O-])c1	-5
CCOc1ccc(-c2nnc3cccc(Cl)n23)cc1OC	0
COc1cc2c(cc1NC(=O)COc1ccc(Br)cc1)oc1ccccc12	2
Cc1ccc(C2=CC(c3cc(Br)ccc3OC(F)F)n3nnnc3N2)cc1 (centres undefined)	5
O=C(NCc1ccccc1)c1ccn[nH]1	8

Further structures
SMILES | 14-3-3g Raf
Cc1[nH]c(=O)[nH]c(=O)c1S(=O)(=O)N1CCCC(C(=O)N2CCN(c3ccccc3Cl)CC2)C1 (centres undefined) | 0
CCOC(=O)c1c(NC(=O)CSc2nccn2C)sc2c1CCC(C)C2 (centres undefined) | -8
COc1ccc(S(=O)(=O)N2CCC(C(=O)Nc3ccccc3F)CC2)cc1OC | 2
CCOC(=O)c1ccc(NC(=O)c2ccc(Cc3ccc(C)cc3)o2)cc1 | -12
Cc1cc(Br)ccc1NC(=O)CCCNC(=O)Cn1cnc2sc3c(c2c1=O)CCCC3 | -10
CCOc1ccc(S(=O)(=O)N(CC(N)=O)c2ccc(C)cc2)cc1 | 3
CCOC(=O)CNC(=O)Cn1cnc2c(nnn2-c2cccc(Cl)c2)c1=O | -4
COc1ccc(N2CCN(c3cc(N4CCN(CCO)CC4)ccc3[N+](=O)[O-])CC2)cc1 | -3
O=C(O)c1n[nH]c(C(=O)O)c1[N+](=O)[O-] | -6
Cc1nc2sccn2c(=O)c1CCN1CCC(=C(c2ccccc2)c2ccc(F)cc2)CC1 | -3
CCn1cc(C(=O)N2CCOCC2)c(=O)c2cc(S(=O)(=O)N3CCOCC3)ccc21 | 0
CCc1ccc(-c2cn(-c3ccc(C)c(Cl)c3)c(=O)[nH]2)cc1 | -73
CC1CCN(C(=O)C(Cc2ccccc2)n2cccc2)CC1 (centres undefined) | -7
CC1CCN(Cc2cc(Br)c3cccnc3c2O)CC1 | 2
O=c1c2sccc2nc(SCc2ccc(Cl)cc2)n1Cc1ccccn1 | -1
COCC(=O)Nc1nnc(CCc2ccccc2)s1 | 9
C=CCN1C(=O)CSc2ccc(C(=O)O)cc21 | 5
O=C(C1CCN(S(=O)(=O)c2ccc(F)cc2)CC1)N1CCOCC1 | -1&-2
O=C1Nc2cc(C(=O)N3CCOCC3)ccc2SC1N1CCCC1 (centres undefined) | -6
COc1ccc(NC2=C(C(C)=O)C(c3ccc4c(c3)OCO4)C(C(C)=O)C(C)(O)C2)cc1 (centres undefined) | -11
Cc1cc(C)cc(N2COc3ccc4ccccc4c3C2)c1 | -2

This is a subset; count on the stated rates, not on these rows.
